Mcl1-Bid inh – Mcl-1/Bid interaction inhibition; Q07820; TR-FRET Mcl-1/Bid-Dy647 peptide binding, 1536-well; inhibition, % at 21.7 µM; 220,000 compounds, 0.97% hits;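 active means compounds that cut the binding signal by more than half at the single screening dose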;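 further: His-tagged Mcl-1 with europium anti-His antibody binding Bid BH3 peptide; 0% = Mcl-1 plus peptide wells and 100% = peptide-only wells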
Target sequence (Q07820 whole entry, looked up): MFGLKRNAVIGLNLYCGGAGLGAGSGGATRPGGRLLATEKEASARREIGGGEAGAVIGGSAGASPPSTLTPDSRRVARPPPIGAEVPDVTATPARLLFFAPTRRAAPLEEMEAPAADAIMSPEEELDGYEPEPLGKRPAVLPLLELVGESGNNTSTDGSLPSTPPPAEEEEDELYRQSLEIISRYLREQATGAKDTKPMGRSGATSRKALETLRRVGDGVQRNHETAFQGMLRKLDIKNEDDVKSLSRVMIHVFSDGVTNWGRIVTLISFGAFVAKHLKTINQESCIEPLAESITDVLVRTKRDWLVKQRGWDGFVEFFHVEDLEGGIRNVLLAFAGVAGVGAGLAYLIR
Bcl-2 Bim block – inhibitors of Bim-Bcl-2 interaction, human; Bead-based flow cytometry, Bim peptide-Bcl-2 binding; inhibition, % at 10 µM; 190,000 compounds, 0.06% hits; in the data active means inhibition above about 40%; inconclusive means no clear call, values can overlap the other calls;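 further: 0% = no compound wells with probe peptide and 100% = reference peptide inhibitor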
Bfl-1 Bim block – disrupts Bim binding to human Bfl-1. 190,000 compounds, 0.12% hits. Bead-based flow cytometry, Bim-Bfl-1 binding inhibition. inhibition, % at 10 µM. Q16548;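 further: 0% = wells without compound plus tracer and 100% = blocker peptide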
RGS8-Gao – human RGS8-Galphao interaction regulation; AID 1423; 220,000 compounds, 0.34% hits; multiplexed bead flow cytometry, RGS8-Galphao binding; actives lie on both sides; P09471; response (percent of control binding), % at 10 µM; in the data active means response below about 60% or above about 140%; inactive means in between;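 further: Galphao activated as the GDP aluminium fluoride complex binding bead-coupled RGS8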
Mcl1-Noxa inh – Mcl-1/Noxa interaction inhibition; TR-FRET Mcl-1/Noxa peptide binding, 2 h; 220,000 compounds, 1.5% hits; Q07820; AID 1022; inhibition, % at 21.7 µM;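 active means compounds that cut the protein-peptide binding signal by more than 50% relative to plate controls in a single-dose test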;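 further: His-tagged Mcl-1 with rhodamine Noxa BH3 peptide and terbium anti-His antibody; 0% = Mcl-1 plus Noxa peptide wells and 100% = peptide-only wells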
Bim-Bcl-W – inhibitors of Bim-Bcl-W interaction, human; Q92843; bead-based flow cytometry, Bim peptide-Bcl-W binding; inhibition, % at 10 µM; 190,000 compounds, 0.02% hits;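 further: 0% = bound tracer without compound and 100% = peptide blocker; higher means less fluorescent Bim peptide bound to Bcl-W beads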
RGS4-Gao reg – human RGS4-Galphao interaction regulation; P09471; Multiplexed bead flow cytometry, RGS4-Galphao binding; actives lie on both sides; binding response (% of control), % at 10 µM; 220,000 compounds, 0.33% hits; in the data active means binding response below about 49% or above about 150%; inactive means in between;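 further: fluorescent Galphao activated with aluminum fluoride binding bead-coupled RGS4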
Bcl-B Bim block – disrupts Bim peptide binding to human Bcl-B. bead-based flow cytometry. 190,000 compounds, 0.073% hits. AID 951. inhibition, % at 10 µM. Q9HD36;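 further: 0% = tracer peptide without compound and 100% = reference inhibitor peptide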
Mcl-1 Bim block – human Bim-Mcl-1 interaction inhibition; Q07820; Bead-based flow cytometry, Bim peptide-Mcl-1 binding; inhibition, % at 10 µM; 190,000 compounds, 0.1% hits; AID 1009;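 further: 0% = no compound tracer wells and 100% = peptide blocker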
RGS7-Gao – human RGS7-Galphao interaction regulation | Multiplexed bead flow cytometry, RGS7-Galphao binding; actives lie on both sides | P09471 | 220,000 compounds, 0.35% hits | binding response (% of control), % at 10 µM; in the data active means binding response below about 49% or above about 150%; inconclusive means no clear call, values can overlap the other calls; inactive means in between;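 further: fluorescent Galphao held in activated GDP-AlF4 state binding bead-coupled RGS7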
Bcl-XL Bim block – inhibitors of Bim-Bcl-XL interaction, human | 190,000 compounds, 0.04% hits | inhibition, % at 10 µM | Q07817 | AID 1007 | Bim peptide-Bcl-XL binding, bead flow cytometry, fluorescence
Target sequence (Q07817 whole entry, looked up): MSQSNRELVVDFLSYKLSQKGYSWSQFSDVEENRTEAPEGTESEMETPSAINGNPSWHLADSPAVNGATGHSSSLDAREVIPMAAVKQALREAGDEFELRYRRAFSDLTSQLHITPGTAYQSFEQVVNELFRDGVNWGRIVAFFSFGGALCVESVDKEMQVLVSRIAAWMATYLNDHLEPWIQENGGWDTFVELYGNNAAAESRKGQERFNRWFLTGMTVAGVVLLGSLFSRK
An asterisk follows results filed as active; ? = inconclusive. Unless noted, no stated cut-off is given here; in the data, active means inhibition above about 40%. An unsorted share of the library. Share with any hit: about 2.7%.

| no. | SMILES | Mcl1-Bid inh | Bcl-2 Bim block | Bfl-1 Bim block | RGS8-Gao | Mcl1-Noxa inh | Bim-Bcl-W | RGS4-Gao reg | Bcl-B Bim block | Mcl-1 Bim block | RGS7-Gao | Bcl-XL Bim block |
| --- | --- | --- | --- | --- | --- | --- | --- | --- | --- | --- | --- | --- |
| 1 | COc1ccc(C(C)=O)cc1COC(=O)Cc1n[nH]c(=O)c2ccccc12 | -35 | 0 | 1 | 102 | 12 | 1 | 97 | 1 | 5 | 99 | 1 |
| 2 | COc1ccc(C2N=C(c3ccccc3)C(C)(C)N2O)cc1 (centres undefined) | -8 | 0 | -2 | 103 | 14 | 0 | 103 | -3 | -2 | 101 | 2 |
| 3 | COc1ccc([N+](=O)[O-])cc1NC(=O)C1(c2ccc(OC)c(OC)c2)CCOCC1 | -27 | -5 | -3 | 100 | 11 | 1 | 100 | -1 | 0 | 101 | -2 |
| 4 | CCN(CC)S(=O)(=O)c1ccc(N2CCOCC2)c(NS(=O)(=O)c2ccc(C)cc2)c1 | -45 | 1 | 0 | 95 | 26 | 0 | 92 | 0 | 1 | 86 | -3 |
| 5 | CC(Sc1nnc(C2CCCCC2)n1N)C(=O)NCc1ccc2c(c1)OCO2 (centres undefined) | -11 | -13 | -12 | 100 | 8 | 0 | 96 | -14 | -3 | 95 | -10 |
| 6 | CCCCCCCC(O)CC(CC1CCCCC1)C(=O)NN (centres undefined) | -2 | 2 | 0 | 95 | 6 | -4 | 98 | -2 | -9 | 97 | -2 |
| 7 | CCOC(=O)c1cnc2ccc(OC)cc2c1NCCc1ccc(OC)c(OC)c1 | 5 | -1 | 0 | 106 | 23 | 0 | 106 | -3 | -1 | 102 | -2 |
| 8 | COC(=O)c1sc2nc(SCc3cccc(F)c3)n(N)c(=O)c2c1C | -16 | -3 | -1 | 97 | -4 | -6 | 101 | -4 | -8 | 100 | -8 |
| 9 | COc1cccc(NC(=O)C(OC(=O)/C=C/c2ccc3c(c2)OCO3)c2ccccc2)c1 (centres undefined) | -18 | -4 | -15 | 104 | 1 | 4 | 97 | -8 | -4 | 106 | -2 |
| 10 | CC(C)C[C@H](NC(=O)Nc1ccc(Oc2ccccc2)cc1)C(=O)O | 0 | 1 | -2 | 100 | 17 | -3 | 100 | -2 | -2 | 100 | -4 |
| 11 | COc1cccc(NC(=S)N/N=C2\CC(C)(C)Oc3ccc(O)cc32)c1 | -82 | -6 | -8 | 103 | 46 | -6 | 99 | -7 | -7 | 100 | -9 |
| 12 | Cc1nnc(NC(=O)CSc2ncnc3scc(-c4ccccc4)c23)s1 | -20 | -1 | 0 | 105 | -13 | -3 | 105 | -2 | 0 | 102 | -3 |
| 13 | COC(=O)c1c(NC(=O)/C=C/C(=O)O)sc(C)c1-c1ccc(C(C)C)cc1 | -18 | 0 | -3 | 103 | 26 | 2 | 105 | -2 | 2 | ? | -1 |
| 14 | CCN(CC)C(=O)CSc1nc2c(c(-c3cccnc3)c1C#N)CCCC2 | -22 | -1 | -7 | 101 | 7 | 0 | 100 | -6 | -1 | ? | -3 |
| 15 | CC(=O)c1ccc(S(=O)(=O)Nc2cccc(-c3ccc4nncn4n3)c2)cc1 | -10 | 1 | -4 | 102 | 16 | 1 | 99 | 0 | 3 | 97 | 0 |
| 16 | CN(C)S(=O)(=O)c1ccc(S(=O)(=O)N(CC(=O)Nc2ccccc2)Cc2ccco2)cc1 | -13 | -8 | -11 | 104 | -20 | 0 | 101 | -7 | 0 | 100 | 3 |

Structural class, the entries above with a thiophene ring, fused or not.
| no. | SMILES | Mcl1-Bid inh | Bcl-2 Bim block | Bfl-1 Bim block | RGS8-Gao | Mcl1-Noxa inh | Bim-Bcl-W | RGS4-Gao reg | Bcl-B Bim block | Mcl-1 Bim block | RGS7-Gao | Bcl-XL Bim block |
| --- | --- | --- | --- | --- | --- | --- | --- | --- | --- | --- | --- | --- |
| 8 | COC(=O)c1sc2nc(SCc3cccc(F)c3)n(N)c(=O)c2c1C | -16 | -3 | -1 | 97 | -4 | -6 | 101 | -4 | -8 | 100 | -8 |
| 12 | Cc1nnc(NC(=O)CSc2ncnc3scc(-c4ccccc4)c23)s1 | -20 | -1 | 0 | 105 | -13 | -3 | 105 | -2 | 0 | 102 | -3 |
| 13 | COC(=O)c1c(NC(=O)/C=C/C(=O)O)sc(C)c1-c1ccc(C(C)C)cc1 | -18 | 0 | -3 | 103 | 26 | 2 | 105 | -2 | 2 | ? | -1 |

Next part
| no. | SMILES | Mcl1-Bid inh | Bcl-2 Bim block | Bfl-1 Bim block | RGS8-Gao | Mcl1-Noxa inh | Bim-Bcl-W | RGS4-Gao reg | Bcl-B Bim block | Mcl-1 Bim block | RGS7-Gao | Bcl-XL Bim block |
| --- | --- | --- | --- | --- | --- | --- | --- | --- | --- | --- | --- | --- |
| 17 | COc1ccc(NC(=O)C2=C(C)C(=O)OC23CCC(C)CC3)c(OC)c1 (centres undefined) | -27 | -6 | -2 | 100 | -17 | 0 | 101 | -7 | 1 | 103 | -5 |
| 18 | Cc1ccnc(NC(=O)CCC(=O)N(CC(=O)NCc2ccccc2)Cc2cccs2)c1 | -3 | -1 | 4 | 96 | 22 | 0 | 97 | -1 | 0 | 95 | 0 |
| 19 | CN(CCC#N)C(=O)Cn1nc(Cc2ccncc2)c2ccccc2c1=O | -1 | -3 | -4 | 107 | 6 | -1 | 105 | -4 | -4 | 102 | 0 |
| 20 | S=c1[nH]nc(COc2ccccc2)n1/N=C/c1ccccn1 | -20 | -6 | -8 | 100 | 18 | -1 | 106 | -20 | -6 | 104 | -7 |

Two records drawn at random from the list so far:
| no. | SMILES | Mcl1-Bid inh | Bcl-2 Bim block | Bfl-1 Bim block | RGS8-Gao | Mcl1-Noxa inh | Bim-Bcl-W | RGS4-Gao reg | Bcl-B Bim block | Mcl-1 Bim block | RGS7-Gao | Bcl-XL Bim block |
| --- | --- | --- | --- | --- | --- | --- | --- | --- | --- | --- | --- | --- |
| 17 | COc1ccc(NC(=O)C2=C(C)C(=O)OC23CCC(C)CC3)c(OC)c1 (centres undefined) | -27 | -6 | -2 | 100 | -17 | 0 | 101 | -7 | 1 | 103 | -5 |
| 18 | Cc1ccnc(NC(=O)CCC(=O)N(CC(=O)NCc2ccccc2)Cc2cccs2)c1 | -3 | -1 | 4 | 96 | 22 | 0 | 97 | -1 | 0 | 95 | 0 |

Compound activity (PubChem)
